Screening results (PubChem BioAssay)
Lamin A splicing – changes lamin A minigene splicing in HeLa cells. Potency, µM (doses to about 46.1 µM), inactives show at the top dose ratio change, negative = inhibition, most hits filed as inhibitors. AID 1487. 200,000 tested, 0.01% active. HeLa LMNA splicing GFP/RFP minigene ratio, 48 h; active means well fitted inhibition curve with a large enough effect in the signal ratio, with a control signal flat, not every such curve was filed as active; inconclusive means small, poorly fitted or top-dose-only effect, or effect the other way, or a change in a side signal; the % refers to the signal ratio; further: potency means the concentration at half of the fitted maximal effect; on the % scale 0 is the no-effect control and ±100 the full control effect
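S3 HeLa stable clones carrying a lamin A-EGFP splicing minigene plus DsRed2 were seeded at 600 cells/well in Opti-MEM with 2% FBS, pin-dosed and incubated 48 h at 37°C. Acumen cytometry (488 nm) gave the GFP/RFP total-intensity ratio.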
CBFb RUNX1 block – CBF-beta/RUNX1 interaction disruption. Q01196+Q13951. AlphaScreen CBFb-His/RUNX1-biotin binding, biochemical. Potency, µM (highest dose often 59.8 µM), without a hit: top-dose activity, negative = inhibition, most hits filed as inhibitors. 230,000 tested, under 10 active. AID 1477; further: % of control where 0% means no effect
Target sequence (Q01196 whole entry, looked up): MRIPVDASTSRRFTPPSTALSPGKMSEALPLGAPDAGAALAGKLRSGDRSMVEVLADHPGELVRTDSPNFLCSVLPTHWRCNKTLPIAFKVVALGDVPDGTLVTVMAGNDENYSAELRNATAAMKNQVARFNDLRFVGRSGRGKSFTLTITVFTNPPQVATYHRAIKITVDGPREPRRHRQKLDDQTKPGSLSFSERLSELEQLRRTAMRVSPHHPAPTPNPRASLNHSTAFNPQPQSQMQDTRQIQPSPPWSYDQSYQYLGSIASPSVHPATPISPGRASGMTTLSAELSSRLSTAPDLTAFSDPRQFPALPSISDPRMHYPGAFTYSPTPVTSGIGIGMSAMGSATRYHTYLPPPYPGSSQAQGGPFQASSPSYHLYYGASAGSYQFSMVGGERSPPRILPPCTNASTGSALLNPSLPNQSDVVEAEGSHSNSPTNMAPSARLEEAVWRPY
Target sequence (Q13951 whole entry, looked up): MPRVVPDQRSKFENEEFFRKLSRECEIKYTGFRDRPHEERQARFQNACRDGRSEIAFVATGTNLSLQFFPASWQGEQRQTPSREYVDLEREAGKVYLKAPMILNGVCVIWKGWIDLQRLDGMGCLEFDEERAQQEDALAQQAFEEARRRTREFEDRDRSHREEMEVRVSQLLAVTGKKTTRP
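Proteins preincubated together for 20 min at RT before compound addition; 15 min later, nickel and streptavidin beads were added and left 90 min prior to AlphaScreen measurement.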
HTT aggregate – inhibitors of mutant huntingtin aggregate formation in PC12 cells; PC12 HttQ103-GFP aggregates, Acumen cytometry, 40 h; Potency, µM (titrated, usually from 46.1 µM), without a hit: top-dose activity change, negative = inhibition, hits mostly inhibitors; 220,000 tested, 1.1% active; AID 1688; further: potency means the concentration at half of the fitted maximal effect; on the % scale 0 is the no-effect control and ±100 the full control effect; nearly all actives have a fitted effect of over 60% in size
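PC12 cells stably carrying ecdysone-inducible HTT exon 1 Q103–GFP were induced with tebufenozide (100 nM final) and treated with library compounds in titration. GFP aggregates in lysates were counted by laser scanning cytometry.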
IMPase Li cell – cell-permeable IMPase inhibitors with lithium potentiation. CHO-M1 cells, IP1 TR-FRET (IP-One), carbachol + lithium. AID 1457. 210,000 tested, 0.35% active. Potency, µM (series often up to 59.4 µM), inactives show top-dose activity, negative = IMPase inhibition, actives largely listed as inhibitors;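 further: IP1 builds up when IMPase is blocked and the TR-FRET signal falls; potency means the concentration at half of the fitted maximal effect; plate controls were basal vehicle for no effect and high inhibitor control for full effect; nearly all actives have a fitted effect of over 50% in size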
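Readout is a homogeneous TR-FRET IP1 immunoassay (Ex 320, Em 665 and 620), where raised cytosolic IP1 lowers signal. Cells were CHO-M1 treated 30 min at 37C with test compounds plus a little lithium; AC50 values came from Hill-equation fitting.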
Epigenetic reg – epigenetic control regulation, reporter derepression. murine LDR cells, GFP reporter derepression, 30 h. Potency, µM (top dose mostly 53.9 µM), for the others: at the top dose GFP activation, usual class: activators. 280,000 tested, 0.2% active. AID 1865; further: potency means the concentration at half of the fitted maximal effect; % of control where 0% means no effect; nearly all actives have a fitted effect of over 60% in size
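Readout is the number of GFP-expressing murine LDR cells, counted by cytometry following washing. Cells were treated with compound for 30 h at 37 C; the stably integrated CMV-GFP locus is normally silent.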
Luc counter – counter-screen: inhibitors of Kinase-Glo firefly luciferase. Kinase-Glo luciferase, ATP luminescence, 8 min. Potency, µM (top dose mostly 38.3 µM), inactives show at the top dose activity change, negative = inhibition, usual class: inhibitors. AID 1379. Q27757. 200,000 tested, 0.28% active; further: potency means the concentration at half of the fitted maximal effect; on the % scale 0 is the no-effect control and ±100 the full control effect; nearly all actives have a fitted effect of over 60% in size
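Luminescence was the read-out, taken after 8-minute incubation at ambient temperature. Luciferase turned over luciferin with 10 uM ATP in imidazole pH 7.2 buffer containing KCl, MgCl2, Tween 20 and BSA.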
NPSR antagonist – neuropeptide S receptor (human) antagonism, cAMP; Q6W5P4; CHO-NPSR cells, cAMP TR-FRET, antagonist mode; Potency, µM (highest dose often 38.3 µM), without a hit: top-dose activity change, negative = inhibition, most hits filed as inhibitors; 220,000 tested, 1% active; further: potency means the concentration at half of the fitted maximal effect; on the % scale 0 is the no-effect control and ±100 the full control effect; nearly all actives have a fitted effect of over 50% in size; many of its hits are not listed in these tables
Target sequence (Q6W5P4 whole entry, looked up): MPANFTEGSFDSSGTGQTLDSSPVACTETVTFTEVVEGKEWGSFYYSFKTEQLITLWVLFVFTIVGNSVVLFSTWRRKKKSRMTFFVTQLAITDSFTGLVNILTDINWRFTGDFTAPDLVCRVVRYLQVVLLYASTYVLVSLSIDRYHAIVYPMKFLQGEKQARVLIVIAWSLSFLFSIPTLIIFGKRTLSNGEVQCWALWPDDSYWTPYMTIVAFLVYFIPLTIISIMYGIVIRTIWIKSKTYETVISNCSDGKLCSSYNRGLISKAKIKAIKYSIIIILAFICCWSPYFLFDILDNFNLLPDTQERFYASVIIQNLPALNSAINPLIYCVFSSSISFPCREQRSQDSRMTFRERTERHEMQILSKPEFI
* hit, by the source's call; ? = inconclusive; . = no result given; & = joins results of further samples; [ ] = another dose, or the depositor's remark. Unless noted, the call rests on the fitted dose curve; in most records, active means well fitted curve in the direction sought with a large enough effect; inconclusive means small, poorly fitted or top-dose-only effect, or another doubt; inactive means no such curve, though single readings can be large; an effect the other way counts as inactive or inconclusive.

SMILES	Lamin A splicing	CBFb RUNX1 block	HTT aggregate	IMPase Li cell	Epigenetic reg	Luc counter	NPSR antagonist
CN(C)c1ccc(/C=N/n2cnn(Cc3ccccc3Cl)c2=S)cc1	-6%[46 µM]	-3%	?	5%	-0.4%	1%	-44%
CCOC(=O)c1ccc(S(=O)(=O)NCC(C)(C)N2CCOCC2)cc1	?	3%	-5%	8%	-0.9%	1%	9%
O=C(Cc1ccccc1)N[C@@H](Cc1ccc(O)cc1)C(=O)O	.	9%	8%[9.22 µM]	.	9.0%	.	29%
O=C(c1ccco1)N1CCc2ccccc21	5%[46 µM]	2%	0%	-8%	-1.1%	-17%	15%
CC(C)c1ccc(NC(=O)COC(=O)[C@H](CCC(N)=O)NC(=O)c2ccc(F)cc2)cc1	0%	3%	-6%	-1%	0.0%	-1%	11%
C/C(=C\C(=O)c1ccc(C)o1)Nc1ccc2c(c1)OCO2	-1%	-15%	8%	19%[38.3 µM]	6.8%	-4%	-20%[46.1 µM]
COc1ccc(C(=O)N/N=c2\oc3ccccc3cc2C(=O)NCc2ccccc2)cc1	-2%	6%	-26%	14%	14%	0%	?
CC(C)NCc1nnc(-c2ccc(Cl)cc2)o1	.	1%	-2%	9%	0.9%	.	16%
COCCn1c(=NC(=O)c2ccco2)sc2cc(C(=O)OC)ccc21	-5%	-3%	-12%	?	1.0%	1%	2%[46.1 µM]
COC(=O)N1[C@H](C)C=C[C@]1(Cc1ccccc1)C(=O)NCc1ccc(N(C)C)cc1	.	-24%	.	-2%	5.4%	-7%	.
CC(=O)Nc1ccc(NC(=O)c2ccccc2CC[N+](=O)[O-])cc1	7%	1%	12%	6%[38.3 µM]	-1.2%	0%	-3%[46.1 µM]
CCOc1cc(N2CCOCC2)c(OCC)cc1NC(=O)CC12CC3CC(CC(C3)C1)C2	?	1%	-1%	47%[activator][38.3 µM]	-3.6%	-5%	10µM*
COCCN(C(=S)Nc1cc(C)ccc1C)C(C)c1cccnc1 (configuration not stated)	1%	13%	-2%	-3%	-0.9%	-3%	7%
COc1cc(C2C(C#N)=C(N)OC3=C2C(=O)CCC3)ccc1OC(=O)N1CCOCC1 (configuration not stated)	-12%	-1%	1%	10%[38.3 µM]	-0.7%	0%	-11%[46.1 µM]
CC(C)(C)NC(=O)c1cc(C(C)(C)C)c(O)c(C(C)(C)C)c1	2%	4%	-13%	4%	-0.9%	1%	-15%
COCc1c(C#N)c(NCc2cc(OC)c(OC)c(OC)c2)nc(C)c1[N+](=O)[O-]	.	-7%	-17%[9.22 µM]	.	5.5%	.	-1%
CCCCc1ccc(NC(=O)CSC2=C(C#N)C(c3ccco3)C3=C(CCCC3=O)N2)cc1 (configuration not stated)	-25%	3%	?	14%[38.3 µM]	4.0%	4%	?
N#CC1=C(c2ccc(-c3ccccc3)cc2)COC1=O	.	-20%	-6%	3%	-0.1%	-2%	-17%
COc1cc(CCC(=O)OCC(N)=O)cc(OC)c1OC	-4%[9.22 µM]	-1%	2%	0%	-0.1%	2%	16%
CCCn1c(O)c(N=N)c2ccccc21	-12%[46 µM]	-3%	1%	-6%	-1.5%	-3%	4%
COC(=O)CC1SC(=O)NC1=Nc1ccc(O)cc1 (configuration not stated)	8%[0.0737 µM]	2%	10%	-7%[38.3 µM]	-0.9%	0%	0%[46.1 µM]
CC/C(=N/Nc1ccccc1C)c1cnnc(SC)n1	?	-1%	-20%	-3%	0.0%	-7%	-44%
COc1ccccc1NC(=O)c1oc2ccccc2c1NC(=O)c1ccco1	-4%	8%	-12%	?	0.9%	-3%	1%[46.1 µM]
CCO[C@H]1OC(C(=O)N2CCN(C)CC2)=C[C@@H](c2ccc3c(c2)OCO3)[C@@H]1CCCO	.	-4%	3%[9.22 µM]	4%	-2.6%	.	-13%
O=C(CCn1c(=O)[nH]c2ccccc2c1=O)N1CCN(c2ccc(Cl)cc2)CC1	-9%	-1%	-34%	16%[38.3 µM]	3.2%	-2%	-12%[46.1 µM]
O=C(N/N=C/c1cccc(O)c1)c1ccc(COc2ccc3c(c2)CCC3)o1	5%	-8%	-9%	35%[38.3 µM]	-2.5%	-5%	?
O=C(CN1CCN(c2ccccc2)CC1)Nc1cccc(C(F)(F)F)c1	-5%	2%	-18%	24%[38.3 µM]	2.0%	0%	-4%[46.1 µM]
COc1ccccc1-n1c(CNC(=O)c2cccs2)n[nH]c1=S	.	3%	-1%	-1%	1.3%	-2%	19%
CCN(CC)CCNC(=O)C1c2cc(OC)c(OC)cc2C(=O)N2CCc3ccccc3C12 (configuration not stated)	11%[0.0737 µM]	3%	0%	-8%[38.3 µM]	-0.9%	2%	13%[46.1 µM]
COc1ccc(CN2C(=O)c3ccccc3C(/C=N\OCc3ccc(F)cc3)C2=O)cc1 (configuration not stated)	1%	0%	6%	1%[38.3 µM]	1.0%	-2%	-8%[46.1 µM]
Cc1onc(-c2ccccc2Cl)c1C(=O)Nc1ccc2c(c1)OCO2	6%	-2%	-13%	-4%[38.3 µM]	0.0%	-7%	-10%[46.1 µM]
O=C1CC2(CC(c3ccc(Cl)cc3)=NO2)C(=O)N1c1ccccc1 (configuration not stated)	.	15%	-18%[9.22 µM]	.	-0.3%	.	-16%
O=C(c1ccco1)N1CCN(c2cc(N3CCOCC3)c(F)cc2[N+](=O)[O-])CC1	-8%[46 µM]	-2%	-12%[9.22 µM]	3%	-0.6%[10.1 µM]	-1%	-20%
CCNc1nc(NCC)nc(C(=O)Nc2ccccc2)n1	6%	?	-1%	-4%[38.3 µM]	-0.1%	-4%	-17%[46.1 µM]
CCOc1cc(N2CCOCC2)c(OCC)cc1NC(=O)c1ccc(NC(C)=O)cc1	?	17%	27%	4%	-3.5%	-3%	-6%
O=C(O)C1C2CC2CN1C(=O)c1ccc(Cl)cc1Cl (configuration not stated)	.	-2%	3%	-2%	1.2%	1%	9%
O=C(NCc1ccco1)c1ccc2c(c1)N(Cc1ccccc1)C(=O)CS2	16%	-5%	-21%	51%[activator][38.3 µM]	0.8%	17%	-28%[46.1 µM]
CCC(CCC(=O)NNC(=O)Cc1ccc([N+](=O)[O-])cc1)C(=O)O (configuration not stated)	.	8%	-7%[9.22 µM]	.	-0.9%	.	32%
Cc1ccc(C2=NN(Cc3nnc(-c4ccccc4)o3)C(=O)SC2)cc1	?	-1%	-10%	7%	-1.8%	3%	-5%
COc1ccc(C(=O)C[n+]2cc(-c3ccc(OC)cc3)n3c2CCCC3)cc1	?	-5%&2%	10µM*	20%&-5%	0.5%&1.1%	1%&0%	4%&3%
CCc1cccc(C)c1NC(=O)CSc1ncn[nH]1	22%	2%	-7%	19%[38.3 µM]	-0.6%	1%	4%[46.1 µM]
Cc1ccc(C)c(C2=CSC3=NS(=O)(=O)CCN23)c1	8%	5%	3%	6%[38.3 µM]	-1.8%	0%	9%[46.1 µM]
Cc1ccc(CN2C(=O)CCC2C(=O)NCCCN2CCOCC2)cc1 (configuration not stated)	20%[0.0737 µM]	3%	6%	-2%[38.3 µM]	-0.9%	1%	1%[46.1 µM]
C/C=C/C=C/C(=O)Nc1cccc(C2=NOC3(C2)C[C@H](C(N)=O)N(C(=O)CC(c2ccccc2)c2ccccc2)C3)c1 (some centres not stated)	.	-16%	-33%[9.22 µM]	.	-1.3%	.	-3%
CC(=O)c1c(C)n([O-])c2ccccc2[n+]1=O	-5%	-4%	-7%	17%[38.3 µM]	-2.1%	-2%	-3%[46.1 µM]
CC(C)N(C)CCOC(=O)C1COc2ccccc2O1 (configuration not stated)	.	3%	-3%[9.22 µM]	.	-2.2%	.	55%
COc1ccccc1NC(=O)Cc1csc(NC(=O)c2ccccc2)n1	.	-9%	.	18%	0.0%	-4%	-4%

Among those listed so far, these have four or more nitrogen atoms.
SMILES	Lamin A splicing	CBFb RUNX1 block	HTT aggregate	IMPase Li cell	Epigenetic reg	Luc counter	NPSR antagonist
CN(C)c1ccc(/C=N/n2cnn(Cc3ccccc3Cl)c2=S)cc1	-6%[46 µM]	-3%	?	5%	-0.4%	1%	-44%
COCc1c(C#N)c(NCc2cc(OC)c(OC)c(OC)c2)nc(C)c1[N+](=O)[O-]	.	-7%	-17%[9.22 µM]	.	5.5%	.	-1%
CC/C(=N/Nc1ccccc1C)c1cnnc(SC)n1	?	-1%	-20%	-3%	0.0%	-7%	-44%
O=C(CCn1c(=O)[nH]c2ccccc2c1=O)N1CCN(c2ccc(Cl)cc2)CC1	-9%	-1%	-34%	16%[38.3 µM]	3.2%	-2%	-12%[46.1 µM]
COc1ccccc1-n1c(CNC(=O)c2cccs2)n[nH]c1=S	.	3%	-1%	-1%	1.3%	-2%	19%
O=C(c1ccco1)N1CCN(c2cc(N3CCOCC3)c(F)cc2[N+](=O)[O-])CC1	-8%[46 µM]	-2%	-12%[9.22 µM]	3%	-0.6%[10.1 µM]	-1%	-20%
CCNc1nc(NCC)nc(C(=O)Nc2ccccc2)n1	6%	?	-1%	-4%[38.3 µM]	-0.1%	-4%	-17%[46.1 µM]
Cc1ccc(C2=NN(Cc3nnc(-c4ccccc4)o3)C(=O)SC2)cc1	?	-1%	-10%	7%	-1.8%	3%	-5%
CCc1cccc(C)c1NC(=O)CSc1ncn[nH]1	22%	2%	-7%	19%[38.3 µM]	-0.6%	1%	4%[46.1 µM]
C/C=C/C=C/C(=O)Nc1cccc(C2=NOC3(C2)C[C@H](C(N)=O)N(C(=O)CC(c2ccccc2)c2ccccc2)C3)c1 (some centres not stated)	.	-16%	-33%[9.22 µM]	.	-1.3%	.	-3%

This is a subset. The share of hits here may be higher or lower than overall.
